# Tau fibril ThT = qHTS for Inhibitors of Tau Fibril Formation, Thioflavin T Binding. 270,000 compounds, 2.1% hits. Microtubule-associated protein tau (Homo sapiens), P10636. recombinant tau K18 P301L (four-repeat tau fragment), heparin-induced fibrillization, ThT fluorescence. AID 1460, 2008. Potency, µM (titrated, usually from 57.4 µM), inactives show top-dose activity, negative = inhibition, hits mostly inhibitors; note: % is set by controls: 0 for no effect and ±100 for the full control effect; nearly all actives have a fitted effect of over 55% in size
# Target sequence (P10636 561-689 P618L limits assumed): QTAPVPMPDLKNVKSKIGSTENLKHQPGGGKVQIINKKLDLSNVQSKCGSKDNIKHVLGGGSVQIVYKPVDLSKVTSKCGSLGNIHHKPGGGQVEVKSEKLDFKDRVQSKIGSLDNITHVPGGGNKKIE
#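 Aggregation was driven by heparin (20 uM final) acting on recombinant tau […] bearing P301L in 100 mM sodium acetate pH 7; fibrils were detected with Thioflavin T.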
# ALDH1A1 block = qHTS Assay for Inhibitors of Aldehyde Dehydrogenase 1 (ALDH1A1); AID 1030, 2008; 220,000 compounds, 7.3% hits; Potency, µM (titrated, usually from 75.3 µM), without a hit: at the highest dose activity, negative = inhibition, actives largely listed as inhibitors; Aldehyde dehydrogenase 1A1 (Homo sapiens), P00352; Purified ALDH1A1, NADH fluorescence, propionaldehyde substrate; active = well fitted inhibition curve with a large enough effect, not every such curve was filed as active; inconclusive = small, poorly fitted or top-dose-only effect, or another doubt; inactive = no such curve, though single readings can be large or run the other way;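 note: plate controls were no enzyme wells and a reference inhibitor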
# L3MBTL1 inh = qHTS Assay for the Inhibitors of L3MBTL1; Lethal(3)malignant brain tumor-like protein 1 (Homo sapiens), Q9Y468; AlphaScreen L3MBTL1–H3K9me1 peptide binding; Potency, µM (titrated, usually from 57.1 µM), for inactives: at the top dose activity, negative = inhibition, usual class: inhibitors; 230,000 compounds, 0.66% hits; note: % is set by controls: 0 for no effect and ±100 for the full control effect; nearly all actives have a fitted effect of over 60% in size
#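 L3MBTL1 (50 nM) pre-complexed 30 min with biotinylated H3(1-15)K9me1 peptide (75 nM), then compounds added for 30 min at room temperature; AlphaScreen streptavidin donor/nickel chelate acceptor beads (10 ug/mL final) read after 30 min dark incubation.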
# JMJD2E inh = qHTS Assay for Inhibitors of Human Jumonji Domain Containing 2E (JMJD2E) | Lysine-specific demethylase 4E (Homo sapiens), B2RXH2 | JMJD2E catalytic domain, FDH-coupled NADH fluorescence (FDH is formaldehyde dehydrogenase) | Potency, µM (titrated, usually from 57.1 µM), inactives show at the highest dose activity change, negative = inhibition, usual class: inhibitors | 230,000 compounds, 1.6% hits | AID 2147, 2009; active = well fitted inhibition curve with a large enough effect, not every such curve was filed as active; inconclusive = small, poorly fitted or top-dose-only effect, or another doubt; inactive = no such curve, though single readings can be large or run the other way;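 note: 0% = wells with enzyme and -100% = buffer wells without enzyme; nearly all actives have a fitted effect of over 50% in size; many of its hits are not listed in these tables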
# RECQ1 helicase = qHTS Assay for Inhibitors of RecQ-Like Dna Helicase 1 (RECQ1); RECQ1 DNA unwinding, red fluorescence kinetic read; AID 2549, 2010; 240,000 compounds, 0.54% hits; Potency, µM (highest dose often 57.3 µM), for inactives: at the top dose activity, negative = inhibition, actives largely listed as inhibitors;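 note: plate controls were vehicle for no effect and no enzyme for full effect; nearly all actives have a fitted effect of over 30% in size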
# Target sequence (P46063 whole entry, looked up): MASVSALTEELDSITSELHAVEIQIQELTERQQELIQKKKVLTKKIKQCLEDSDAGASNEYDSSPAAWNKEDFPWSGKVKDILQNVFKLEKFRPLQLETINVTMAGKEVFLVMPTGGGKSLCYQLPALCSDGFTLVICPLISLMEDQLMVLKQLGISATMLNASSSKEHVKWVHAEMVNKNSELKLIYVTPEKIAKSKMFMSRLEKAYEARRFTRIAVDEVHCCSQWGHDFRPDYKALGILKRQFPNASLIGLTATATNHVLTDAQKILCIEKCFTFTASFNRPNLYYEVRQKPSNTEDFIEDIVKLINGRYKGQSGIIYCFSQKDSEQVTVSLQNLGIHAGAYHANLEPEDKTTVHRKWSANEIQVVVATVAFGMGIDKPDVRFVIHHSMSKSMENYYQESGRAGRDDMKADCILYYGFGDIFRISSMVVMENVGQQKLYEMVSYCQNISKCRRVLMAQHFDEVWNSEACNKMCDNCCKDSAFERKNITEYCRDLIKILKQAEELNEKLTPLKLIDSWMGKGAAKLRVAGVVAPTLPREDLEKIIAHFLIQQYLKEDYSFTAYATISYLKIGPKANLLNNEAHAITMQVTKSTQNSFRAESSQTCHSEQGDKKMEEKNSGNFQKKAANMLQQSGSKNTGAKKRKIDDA
#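 RECQ1T1 50 nM; forked duplex (20 bp + 30-nt ss tails) 200 nM, ATP 2 mM final; pH 8.0, 2 mM MgCl2, 2.5 ug/ml poly(dI-dC); 15 min compound preincubation; discontinuous kinetic read over 2 h at RT.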
# SMN2 splice up = qHTS Assay for Enhancers of SMN2 Splice Variant Expression | HEK293 SMN2-luciferase splicing reporter, luminescence, 30-36 h | Potency, µM (highest dose often 46.1 µM), without a hit: at the top dose activity change, positive = activation, hits mostly activators | 210,000 compounds, 2.8% hits; note: % of control where 0% means no effect; nearly all actives have a fitted effect of over 55% in size
#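 HEK293 cells carry an SMN2 minigene-luciferase reporter in which exon 7 inclusion puts luciferase in frame. Cells were seeded at 2000 cells/well, attached for 10-12 hours, then exposed to compounds for 30-36 hours at 37C before ONE-Glo luminescence.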
# Luc counter = Counterscreen for Luciferase (Kinase-Glo TM) Inhibition. Kinase-Glo luciferase, ATP luminescence, 8 min. Luciferin 4-monooxygenase (Photuris pensylvanica), Q27757. 200,000 compounds, 0.28% hits. Potency, µM (highest dose often 38.3 µM), inactives show top-dose activity change, negative = inhibition, actives largely listed as inhibitors; note: % is set by controls: 0 for no effect and ±100 for the full control effect; nearly all actives have a fitted effect of over 60% in size
#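 Compound is pinned into ATP-containing buffer (10 uM ATP, imidazole pH 7.2, 7 mM MgCl2). Kinase-Glo luciferase reagent is then added. Light output is recorded following an 8-min room-temperature incubation.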
# LMNA splice mod = qHTS Assay for Modulators of Lamin A Splicing; HeLa LMNA splicing GFP/RFP minigene ratio, 48 h; Potency, µM (highest dose often 46.1 µM), for inactives: at the top dose ratio change, negative = inhibition, usual class: inhibitors; 200,000 compounds, 0.01% hits; AID 1487, 2009; active = well fitted inhibition curve with a large enough effect in the signal ratio, with a control signal flat, not every such curve was filed as active; inconclusive = small, poorly fitted or top-dose-only effect, or effect the other way, or a change in a side signal; the % refers to the signal ratio; note: % is set by controls: 0 for no effect and ±100 for the full control effect
#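 Read-out is the ratio of GFP to DsRed2 object intensity, acquired by 488 nm laser-scanning cytometry on HeLa lamin A-EGFP minigene reporter cells. Compound incubation 48 hrs at 37 °C in Opti-MEM with 2% FBS; DMSO 0.5% final.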
# Starred values were filed as active, the others as inactive; i = inactive; ? = inconclusive; · = not tested or not shown; [ ] = remark or other dose. Unless noted, calls come from the whole dose curve; as a rule, active = well fitted curve in the direction sought with a large enough effect; inconclusive = small, poorly fitted or top-dose-only effect, or another doubt; inactive = no such curve, though single readings can be large; an effect the other way counts as inactive or inconclusive. Potency is the fitted concentration of half-maximal effect. A portion of the library. The share of hits here may be higher or lower than overall.
SMILES,Tau fibril ThT,ALDH1A1 block,L3MBTL1 inh,JMJD2E inh,RECQ1 helicase,SMN2 splice up,Luc counter,LMNA splice mod
Cc1c(Nc2cc(N3CCCCCC3)c3nonc3c2[N+](=O)[O-])c(=O)n(-c2ccccc2)n1C,-20%,5%,-1%,15%,i,-24%,-4%,-5%
COc1ccccc1CCn1cc(C#N)c(=O)[nH]c1=O,-1%,·,-3%,3%,-1%,·,·,·
Cc1nc(Nc2ccncc2)c2oc3ccccc3c2n1,-14%,?,·,?,-3%,-2%,2%,?
O=C(c1ccc(S(=O)(=O)N2CCOCC2)cc1)N(c1ccccn1)C1CCCCC1,-3%,·,11%,-1%,-11%,·,·,·
N#Cc1c(-c2cccs2)cc(C2CC2)nc1SCC(N)=O,-22%,?,·,?,-9%,6%,-5%,5%
O=C(O)[C@@H]1CCCC[C@@H]1C(=O)N1CCc2ccccc2C1CN1C(=O)c2ccccc2C1=O (stereo partly specified),-6%,7%,31%[activator],-5%,-7%,-13%,-2%,-11%
COc1ccc(/C=N/N2CCN(c3ccncc3S(=O)(=O)N3CCCCC3)CC2)cc1,?,-3%,·,3%,-6%,19%,-1%,8%
CC1CCCCN1c1ncnc2ccccc12 (stereo unspecified),-11%,-6%,·,-6%,-7%,-74%[inhibitor],-1%,?
Nc1nnc(CCN2C(=O)CSC2=O)s1,-6%,10%,·,3%,-14%,?,-3%,13%
S=C1NC2=C(CCCC2=C2SCCCS2)C(c2ccccc2)N1 (stereo unspecified),-14%,1µM*,·,0%,-1%,-5%,-4%,·
N#C/C(=C\c1ccccc1)c1ccccn1,-6%,3%,23%,0%,2%,21%,-10%,21%[46 µM]
Nc1cc(N2CCCCC2)c(Cl)cc1[N+](=O)[O-],13µM*,12%,-7%,8%,-5%,-7%,1%,?
COC(=O)N/N=C/c1cc(C)n(-c2ccccc2)c1C,-12%,-10%,-1%,?,-2%,-1%[1.84 µM],-1%,?
COc1ccccc1NC(=O)CCC(=O)N/N=C(/C)c1ccc(C)cc1,2%,3%,5%,16%,-4%,15%,-2%,-4%
COc1ccc(C(=O)c2oc3ccccc3c2N)cc1,?,?,2%[11.4 µM],?,-10%,13µM*,-3%,-2%
Cc1c(Cl)c([N+](=O)[O-])nn1CCCC(=O)Nc1cc(Oc2ccccc2)cc([N+](=O)[O-])c1,-9%,-6%,-11%,7%,-1%,-18%,4%,-10%
COCCn1nnnc1C(c1ccc(C(F)(F)F)cc1)N1CCOCC1 (stereo unspecified),-9%,-8%,-4%,2%,-3%,1%,-4%,5%
O=C(O)CCC1(c2ccccc2)NC(=O)NC1=O (stereo unspecified),2%,·,3%,-30%,-4%,·,·,·
CSc1ccc(C#N)cc1NC(=O)c1ccc(Cl)nc1,8%,12%,45%[activator],15%,i,-18%,1%,·
CC(C)NCCCOc1ccc(C(C)(C)c2ccccc2)cc1,-12%,?,·,?,-12%,-15%,16%,7%
COC(=O)c1ccccc1C(=O)N1CCOCCN(C(=O)c2ccccc2C(=O)OC)CCOCC1,-3%,5%,0%,-2%,-4%,-3%,0%,-12%
CC(=O)Nc1ccc(NC(=O)/C(=C/c2ccco2)NC(=O)c2ccccc2)cc1,?,-7%,0%,-10%,i,7%,1%,-1%[46 µM]
Cc1ccc(NC(=O)c2ccc3ccccc3n2)nc1,?,-6%,19%,-23%,5%,3.2µM*,-13%,-11%
COc1ccc([N+](=O)[O-])cc1NC(=O)CCCOc1ccccc1,0%,-9%,-2%,6%,-4%,-2%,-1%,-3%
Cn1c(=O)c2c(nc(NCc3ccccc3)n2Cc2ccc(F)cc2)n(C)c1=O,-9%,-6%,-2%,7%,i,-2%,0%,-14%
O=C(NCC1CCCO1)c1csc2c1CCCC2 (stereo unspecified),-7%,-11%,9%,5%,-12%,5%,-2%,1%
O=C(CCc1nc2ccccc2c(=O)[nH]1)N1CCN(C/C=C/c2ccccc2)CC1,14%,?,·,4%,-8%,·,-14%,-8%
COc1ccc2cc(C(=O)Nc3ccccc3)sc(=O)c2c1OC,6%,?,3%,?,5%,19%,1%,-6%
CNc1ccc(OC(F)F)cc1C(=O)c1ccccc1,?,-15%,-12%,3%,-7%,-4%,-3%,16%
c1ccc2c(-c3cn4ccccc4n3)c[nH]c2c1,?,?,·,?,i,14µM*,-7%,·
Cc1cc(Br)c(NC(=O)COC(=O)CSc2nnc(-c3ccc(Cl)cc3)o2)c(Br)c1,-8%,13%,3%,-6%,5%,16%,3%,?
CC(=O)Nc1ccc(NC(=O)[C@@H]2CCCC[C@@H]2C(=O)O)cc1,2%,6%,·,3%,i,-32%[inhibitor],-1%,22%[46 µM]
Cc1ccc(NC(=O)c2cc(NC(=O)C3CC=CCC3C(=O)O)ccc2N2CCOCC2)cc1Cl (stereo unspecified),?,1.8µM*,·,-2%,-16%,-7%,1%,3%
COc1ccc(C(C#N)(CCC#N)CCC#N)cc1OC,0%,7%,·,4%,-1%,27%,2%,6%
CCOc1cccc(OCCOc2ccccc2[N+](=O)[O-])c1,?,-4%,25%,-12%,?,-29%,-2%,4%
O=C(c1cc(=O)[nH]c2ccccc12)N1CCN(S(=O)(=O)c2ccc3ccccc3c2)CC1,-11%,?,1%,?,i,-4%,10%,?
Cn1c(Cc2ccccc2)nnc1SCc1ccc(C(=O)O)cc1,-2%,-10%,3%,6%,-5%,-6%,-2%,-4%
COc1ccc(/C=C/C(=O)OCc2cc(=O)n3c(n2)sc2ccccc23)cc1,-18%,161%[activator],-4%,51%[activator],-10%,·,·,-13%
Cc1cc(C)cc(N=c2c([N+](=O)[O-])nn(-c3ccc4c(c3)OCCO4)n2O)c1,?,-7%,·,-14%,-20%,-17%,2%,?
Cc1ccc(OCC(=O)c2cc(C)n(C3CC3)c2C)c([N+](=O)[O-])n1,?,?,-15%,1%,-4%,-8%,-1%,-3%
COc1ccc(CC(=O)c2ccc(OC)c(OC)c2)cc1,0%,-6%,-1%,-9%,1%,-8%,1%,?
COc1ccc(C)cc1NC(=O)CSc1nc(SC)ns1,-11%,?,·,3%,-21%,18%,1%,-7%
COCc1cc(=O)[nH]c(SCC(=O)Nc2ccccc2)n1,-2%,-5%,5%,-6%,i,6%,11%,3%
CCCC(c1nnnn1Cc1ccco1)N1CCN(c2cc(Cl)ccc2C)CC1 (stereo unspecified),-16%,-8%,-7%,-6%,-9%,·,·,?
N/C(=N\OC(=O)CC1CCCCC1)c1cccc([N+](=O)[O-])c1,-1%,13µM*,-4%,-5%,-4%,-27%,0%,6%
O=C(c1ccco1)N1CCCN(Cc2nc(Cc3ccccc3)no2)CC1,-4%,-1%,2%,0%,i,14%,-1%,-12%[46 µM]
CN(C)C(=O)c1nc2ccc(Cl)cn2c1CNCc1cccc(OC(F)(F)F)c1,-14%,·,-3%,-3%,-2%,·,·,·
COc1ccccc1-n1cc(C(=O)NCC(=O)NCc2ccc(F)cc2)c2ccccc2c1=O,-6%,-10%,-19%,?,-1%,-16%,0%,-2%[9.22 µM]

# Shown with bars between the fields: part of the list above.
compound | Tau fibril ThT | ALDH1A1 block | L3MBTL1 inh | JMJD2E inh | RECQ1 helicase | SMN2 splice up | Luc counter | LMNA splice mod
CC(=O)Nc1ccc(NC(=O)[C@@H]2CCCC[C@@H]2C(=O)O)cc1 | 2% | 6% | · | 3% | i | -32%[inhibitor] | -1% | 22%[46 µM]
Cc1ccc(NC(=O)c2cc(NC(=O)C3CC=CCC3C(=O)O)ccc2N2CCOCC2)cc1Cl (stereo unspecified) | ? | 1.8µM* | · | -2% | -16% | -7% | 1% | 3%
COc1ccc(C(C#N)(CCC#N)CCC#N)cc1OC | 0% | 7% | · | 4% | -1% | 27% | 2% | 6%
CCOc1cccc(OCCOc2ccccc2[N+](=O)[O-])c1 | ? | -4% | 25% | -12% | ? | -29% | -2% | 4%
O=C(c1cc(=O)[nH]c2ccccc12)N1CCN(S(=O)(=O)c2ccc3ccccc3c2)CC1 | -11% | ? | 1% | ? | i | -4% | 10% | ?
Cn1c(Cc2ccccc2)nnc1SCc1ccc(C(=O)O)cc1 | -2% | -10% | 3% | 6% | -5% | -6% | -2% | -4%
COc1ccc(/C=C/C(=O)OCc2cc(=O)n3c(n2)sc2ccccc23)cc1 | -18% | 161%[activator] | -4% | 51%[activator] | -10% | · | · | -13%
Cc1cc(C)cc(N=c2c([N+](=O)[O-])nn(-c3ccc4c(c3)OCCO4)n2O)c1 | ? | -7% | · | -14% | -20% | -17% | 2% | ?
Cc1ccc(OCC(=O)c2cc(C)n(C3CC3)c2C)c([N+](=O)[O-])n1 | ? | ? | -15% | 1% | -4% | -8% | -1% | -3%
COc1ccc(CC(=O)c2ccc(OC)c(OC)c2)cc1 | 0% | -6% | -1% | -9% | 1% | -8% | 1% | ?
COc1ccc(C)cc1NC(=O)CSc1nc(SC)ns1 | -11% | ? | · | 3% | -21% | 18% | 1% | -7%
COCc1cc(=O)[nH]c(SCC(=O)Nc2ccccc2)n1 | -2% | -5% | 5% | -6% | i | 6% | 11% | 3%

# High-throughput results (PubChem BioAssay)
